Furin inhibitor = human furin inhibitors, primary screen, biochemical, fluorescence intensity; P09958; purified furin, fluorogenic substrate cleavage; inhibition, % at 30 µM; 0.061% of 220,000 active; AID 463115, 2010; in the data active = inhibition above about 25%; note: inactives centre near -15
EBV gp42 block = Epstein-Barr virus gp42 inhibitors, primary screen, biochemical, uHTS, fluorescence polarization; Fluorescence polarization binding assay, mP read-out; 0.42% of 220,000 active; Glycoprotein 42 (Epstein-Barr virus (strain AG876)), Q1HVG2; inhibition, % (tested at 21.74 µM); AID 1085, 2008; in the data active = inhibition above about 50%
Target sequence (Q1HVG2 whole entry, looked up): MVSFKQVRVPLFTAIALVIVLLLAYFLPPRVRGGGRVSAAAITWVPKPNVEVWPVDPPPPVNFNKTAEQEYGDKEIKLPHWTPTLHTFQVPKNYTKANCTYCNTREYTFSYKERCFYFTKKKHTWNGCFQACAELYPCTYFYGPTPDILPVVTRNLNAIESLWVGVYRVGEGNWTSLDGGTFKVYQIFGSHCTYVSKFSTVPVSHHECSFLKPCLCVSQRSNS
thrombin 1536 = human alpha-thrombin inhibitors, primary screen, counter-screen for coagulation protease inhibitor project, biochemical, 1536-well, fluorogenic AMC substrate. Boc-VPR-AMC fluorogenic substrate cleavage. inhibition, % at 5 µM. 0.26% of 220,000 active. AID 1046, 2008;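 active = inhibition at or above 40%; inactive = inhibition below 40%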;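 note: 0% = enzyme with no compound and 100% = wells without enzyme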
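signal = AMC fluorescence, 355/460 nm | material = human alpha-thrombin enzyme | control set = enzyme without compound as high, wells lacking enzyme as low | times = reaction at room temperature | read-out basis = percent inhibition scaled between no-compound controls and no-enzyme blanks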
PPC-1+TRAIL kill = compounds killing PPC-1 cancer cells with TRAIL present, primary screen, TRAIL potentiator project, ATPLite luminescence, uHTS; cell killing (% activity), % at 4 µM; 0.41% of 220,000 active; AID 1443, 2008; PPC-1 cells + TRAIL, ATPLite viability luminescence;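 active = cell killing above 50% in the first pass at 4 µM, then a duplicate retest at 5 µM averaging 50% or more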;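 note: plate controls were cells with TRAIL plus DMSO for no effect and medium-only wells lacking cells for full effect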
m-calpain inh = inhibitors of pig calpain II, primary screen, biochemical, fluorogenic peptide substrate, 1536-well; purified calpain II, 30 min; inhibition, % at 16 µM; 0.37% of 220,000 active;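 active = inhibition above about 50%, limit read from the data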
TbHK1 inh = Trypanosoma brucei hexokinase 1 inhibitors, primary screen, biochemical, G6PDH-coupled NADH absorbance, MLSCN library; inhibition, % at 10 µM; 0.11% of 220,000 active; recombinant TbHK1, G6PDH-coupled NADH A340;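 active = inhibition of 50% or more in the single-dose primary screen; inactive = inhibition below 50%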
zfTRPN1 agonist = zebrafish TRPN1 channel agonists, primary screen, cell-based, HEK293, calcium fluorescence; transient receptor potential cation channel N1 (TRPN1/NompC), Danio rerio; HEK293 zebrafish TRPN1-YFP, Fluo-8 calcium fluorescence; 100% = response to 87 µM carbachol; activation, % at 3 µM; 0.18% of 220,000 active;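 active = activation above its plate's cutoff, the mean activation of test wells on that plate plus 3 SD, cut at about 19% in these data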;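 note: 0% = DMSO alone and 100% = 87 µM carbachol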
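System: zebrafish TRPN1-YFP in HEK293 cells / Dosing: 3 µM single point / Timing: dye loading 1 h at 37 °C, then 30 min room temperature / Signal: Fluo-8 calcium fluorescence, excitation 470-495 nm, emission 515-575 nm / Read-out basis: percent activation from peak over basal fluorescence ratio, control-normalized / Control set: high carbachol 87 µM, low DMSO alone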
KCC2 mod = KCC2 cotransporter modulators, thallium flux, primary screen, cell-based, HEK293 KCC2, FluoZin-2 fluorescence, MLSMR. KCC2 cells, thallium flux FluoZin-2 fluorescence. Solute carrier family 12 member 5 (Homo sapiens), Q9H2X9. 2.2% of 190,000 active. B-score of Tl+ flux slope (higher = more flux/activation; lower = inhibition) at 10 µM;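 active = thallium flux slope and its plate-corrected score both differing from the plate sample mean at a set confidence after two filtering rounds, in either direction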;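 note: slope of fluorescence scaled to starting intensity during 10 to 20 s after thallium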
TRPML3 agonist = human TRPML3 channel agonists, primary screen, cell-based, HEK293 TRPML3-YFP, Fluo-8 calcium fluorescence, 3 µM; activation, % at 3 µM; 100% = the carbachol control signal; 0.29% of 220,000 active; Mucolipin-3 (Homo sapiens), Q8TDD5;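 active = activation above its plate's cutoff, the mean activation of the plate's test wells plus 3 SD, cut at about 12% in these data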;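 note: 0% = DMSO only wells and 100% = carbachol wells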
Target sequence (Q8TDD5 whole entry, looked up): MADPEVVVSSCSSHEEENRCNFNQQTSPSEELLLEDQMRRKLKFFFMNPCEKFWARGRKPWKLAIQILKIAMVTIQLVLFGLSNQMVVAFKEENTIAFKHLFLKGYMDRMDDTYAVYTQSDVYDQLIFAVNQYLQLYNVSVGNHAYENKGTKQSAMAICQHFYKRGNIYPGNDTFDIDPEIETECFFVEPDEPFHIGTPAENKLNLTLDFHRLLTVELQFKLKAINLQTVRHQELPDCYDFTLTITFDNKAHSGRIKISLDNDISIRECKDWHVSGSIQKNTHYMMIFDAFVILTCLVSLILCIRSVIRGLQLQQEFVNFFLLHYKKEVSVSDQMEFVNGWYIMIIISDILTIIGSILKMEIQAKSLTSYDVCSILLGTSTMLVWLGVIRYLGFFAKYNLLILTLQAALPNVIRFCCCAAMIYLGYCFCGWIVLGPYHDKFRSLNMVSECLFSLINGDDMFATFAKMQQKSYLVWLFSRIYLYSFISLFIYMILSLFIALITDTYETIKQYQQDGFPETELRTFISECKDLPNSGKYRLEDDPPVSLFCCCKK
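system = HEK293 cells stably carrying human TRPML3-YFP | doses = one concentration, 3 µM nominal, 0.3% DMSO | timing = dye loading 1 h 37 °C then 30 min ambient, 125 s read | detection = Fluo-8 calcium dye fluorescence, ex 470-495, em 515-575 nm | benchmarks = high control carbachol 87 µM, low control DMSO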
* = called active by the depositor; . = no result given; [ ] = remark or other dose.

1	CN1CCC(N(C)CC(O)c2ccccc2)CC1 (stereo not drawn)
2	COC(=O)c1cc2ccsc2n1Cc1nc(-c2ccc(OC)cc2)oc1C
3	COc1cccc(/C=N/NC(=O)CN2CC(c3ccccc3)CC2=O)c1O (stereo not drawn)
4	COc1ccc(/C=N/Nc2ncc(Br)cn2)c(OC)c1
5	CCc1ccccc1NC(=O)C1c2ccccc2Oc2ccccc21
6	CNc1ccc(Br)cc(C(=O)/C=C/c2ccc(OC)cc2)c1=O
7	COc1ccc(CCN(C(=O)/C=C/C(=O)O)C2CC(=O)N(c3ccccc3)C2=O)cc1 (stereo not drawn)
8	CCCCOC(=O)C(C)Sc1n[nH]c(=O)[nH]c1=O (stereo not drawn)
9	Cc1ccc(CC(=O)Nc2cccnc2)cc1
10	CCn1c(SCC(=O)NCc2ccccc2)nc2nc3c(cc2c1=O)CCCC3
compound no. | 1 | 2 | 3 | 4 | 5 | 6 | 7 | 8 | 9 | 10
Furin inhibitor | -12 | -9[20 µM] | -17 | -16 | -28 | -5 | -11 | -10 | -12 | -11
EBV gp42 block | -6 | -19 | 7 | -10 | -3 | 5 | -5 | -1 | -14 | -6
thrombin 1536 | -9 | -1 | -3 | -4 | 3 | -1 | -7 | 0 | -6 | 4
PPC-1+TRAIL kill | 11 | 13 | 13 | . | -3 | 21 | 3 | -2 | 5 | 14
m-calpain inh | 5 | -32 | -31 | -11 | 17 | -35 | -16 | -18 | -11 | -14
TbHK1 inh | 6 | 9 | -10 | -16 | -2 | -22 | -9 | -3 | -3 | -7
zfTRPN1 agonist | 1.5 | 0.0 | 0.0 | -0.5 | -0.7 | 1.7 | -0.7 | -1.2 | -0.7 | 2.2
KCC2 mod | 0.49 | -0.21 | -0.52 | 1.3 | -0.57 | 0.36 | -1.8 | -1.1 | -0.54 | 0.14
TRPML3 agonist | 0.4 | -0.3 | 0.1 | -1.1 | -0.2 | 0.3 | 1.4 | 0.4 | 0.1 | 0.3

11	O=C1c2ccccc2C(=O)N1CN(C(=O)c1ccccc1[N+](=O)[O-])c1ccc(F)cc1
12	COC(=O)C(C)(C)ONC(=O)Nc1ccccc1
13	N/C(CS(=O)(=O)c1ccccn1)=N\OC(=O)c1ccc(Cl)cc1
14	Cc1sc2nc(CN3CCOCC3)nc(N3CCC(C(N)=O)CC3)c2c1C
15	CCOC(=O)c1c(NC(=O)CSc2nnc(C)o2)sc(C)c1C
16	O=c1sc(/C=N/Nc2ccccc2)c(Cl)n1Cc1ccccc1
17	O=C(COC(=O)Cc1ccccc1F)Nc1ccc2c(c1)OCCO2
18	CC(C)(C)C(=O)Nc1ccc(C(=O)Nc2cccnc2)cc1
19	CNc1csc(C)c(C)c1=O
20	CCOC(=O)CNC(=O)c1cnn2cccnc12
compound no. | 11 | 12 | 13 | 14 | 15 | 16 | 17 | 18 | 19 | 20
Furin inhibitor | -19 | -7 | -17 | -22 | -19 | -15 | -13 | -21[20 µM] | -19 | -13[20 µM]
EBV gp42 block | -8 | -12 | -12 | . | -11 | -5 | 4 | -7 | -17 | 2
thrombin 1536 | -3 | -2 | 2 | . | 1 | -5 | -9 | 4 | -5 | 3
PPC-1+TRAIL kill | 17 | 21 | 0 | . | -19 | 13 | 6 | 3 | 19 | 15
m-calpain inh | 6 | 16 | 4 | . | 4 | 27 | 25 | -18 | -25 | -80
TbHK1 inh | -12 | -2 | 0 | -6 | -17 | -5 | 1 | 7 | 0 | -9
zfTRPN1 agonist | 0.3 | -0.2 | 1.4 | 1.2 | 1.2 | -0.9 | -0.1 | 4.3 | 1.0 | 0.9
KCC2 mod | 0.19 | 1.4 | 0.096 | 0.16 | -1.8 | -0.24 | -0.83 | . | . | .
TRPML3 agonist | 0.6 | 0.6 | 1.2 | 0.2 | -0.4 | 0.7 | 0.1 | 3.1 | 0.6 | 0.8

21	O=C(C1CCN(S(=O)(=O)c2cccc3nsnc23)CC1)N1CCCc2ccccc21
22	CC(=O)Oc1c(Cl)c(N2CCOCC2)c(OC(C)=O)c2ccccc12
23	O=C(c1ccc(F)cc1)N(C(=O)c1ccc(F)cc1)c1ncccn1
24	CC1=C(C(N)=O)C(c2ccc(Cl)cc2Cl)n2ncnc2N1 (stereo not drawn)
25	CN1CCN(Cc2cn[nH]c2-c2ccc(F)cc2F)[C@@H](c2ccccc2)C1
26	CCCOc1ccc(N2C(=O)CC(N3CCN(S(=O)(=O)c4ccccc4)CC3)C2=O)cc1 (stereo not drawn)
27	Cc1cccc(NC(=O)COc2cccc3c2CCN(Cc2ccccc2)C3=O)c1C
28	Cn1cccc1C(=O)OCC(=O)N1c2ccccc2NC(=O)C1(C)C
29	Cc1cccc(C(=O)NCC(c2ccco2)N(C)C)c1 (stereo not drawn)
30	COc1cccc(/C=C/C(=O)Nc2ccc3c(c2)OCCO3)c1
compound no. | 21 | 22 | 23 | 24 | 25 | 26 | 27 | 28 | 29 | 30
Furin inhibitor | -2 | -5 | -14 | -13[20 µM] | -9 | -22[20 µM] | -10 | -2 | -3 | -5
EBV gp42 block | 16 | -5 | -10 | -13 | -11 | -6 | -16 | -7 | 2 | 8
thrombin 1536 | -7 | -3 | 3 | 6 | 25 | -3 | -6 | 18 | -17 | 0
PPC-1+TRAIL kill | 18 | 19 | -22 | -8 | 5 | -3 | 21 | 18 | -1 | 49[5 µM]
m-calpain inh | 14 | -81 | 15 | 5 | 16 | 8 | 12 | 23 | -6 | 13
TbHK1 inh | 2 | -2 | 0 | -6 | 11 | -13 | 2 | 7 | 1 | -12
zfTRPN1 agonist | 1.7 | 1.1 | -0.7 | 0.9 | 2.5 | -0.2 | -0.9 | 0.0 | -1.1 | 4.0
KCC2 mod | -4 | -1.1 | 0.29 | 0.31 | -0.42 | -0.56 | -1.5 | -0.64 | 0.3 | -0.81
TRPML3 agonist | -0.4 | -0.1 | -1.1 | -0.5 | 0.2 | 1.8 | 0.0 | -0.1 | -0.3 | 1.9

Among those listed so far, six have an aryl methoxy group.
2	COC(=O)c1cc2ccsc2n1Cc1nc(-c2ccc(OC)cc2)oc1C
3	COc1cccc(/C=N/NC(=O)CN2CC(c3ccccc3)CC2=O)c1O (stereo not drawn)
4	COc1ccc(/C=N/Nc2ncc(Br)cn2)c(OC)c1
6	CNc1ccc(Br)cc(C(=O)/C=C/c2ccc(OC)cc2)c1=O
7	COc1ccc(CCN(C(=O)/C=C/C(=O)O)C2CC(=O)N(c3ccccc3)C2=O)cc1 (stereo not drawn)
30	COc1cccc(/C=C/C(=O)Nc2ccc3c(c2)OCCO3)c1
compound no. | 2 | 3 | 4 | 6 | 7 | 30
Furin inhibitor | -9[20 µM] | -17 | -16 | -5 | -11 | -5
EBV gp42 block | -19 | 7 | -10 | 5 | -5 | 8
thrombin 1536 | -1 | -3 | -4 | -1 | -7 | 0
PPC-1+TRAIL kill | 13 | 13 | . | 21 | 3 | 49[5 µM]
m-calpain inh | -32 | -31 | -11 | -35 | -16 | 13
TbHK1 inh | 9 | -10 | -16 | -22 | -9 | -12
zfTRPN1 agonist | 0.0 | 0.0 | -0.5 | 1.7 | -0.7 | 4.0
KCC2 mod | -0.21 | -0.52 | 1.3 | 0.36 | -1.8 | -0.81
TRPML3 agonist | -0.3 | 0.1 | -1.1 | 0.3 | 1.4 | 1.9
